High-throughput results from PubChem BioAssay.
NR5A2 inv ag = inverse agonists of human LRH-1 (NR5A2) | HEK293T StAR-luciferase reporter, LRH-1 transfected, 24 h | 0.13% of 360,000 active | inhibition, % at 3.6 µM | AID 602396;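 active = inhibition above the mean inhibition of all tested compounds plus 3 SD, cut at about 73% in these data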;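 note: 0% = DMSO wells and 100% = reporter-only cells lacking LRH-1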
TWEAK Fn14 block = TWEAK-Fn14 signaling inhibition; inhibition, % at 10 µM; 2% of 360,000 active; TWEAK-stimulated Fn14 reporter cells, luciferase luminescence, 8 h; in the data active = inhibition above about 50%
TLR9-MyD88 inh = TLR9-MyD88 interaction inhibition; Q9NR96+Q99836; 0.21% of 340,000 active; CHO BLA complementation TLR9-MyD88, CCF4 FRET ratio; inhibition, % at 4.98 µM;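 active = inhibition above the mean over all tested compounds plus 3 SD, cut at about 21% in these data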;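 note: 0% = DMSO only wells and 100% = clavulanate BLA inhibitor control wells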
Granule exo inh = lytic granule exocytosis inhibition; TALL-104 LAMP-1 surface exposure, flow cytometry; cells stimulated with thapsigargin and PMA; inhibition, % at 10 µM; 0.66% of 360,000 active;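 active = inhibition above about 55%, limit read from the data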
NCOA3 inh = human NCOA3 inhibition; Q9Y6Q9; HEK293 GAL4-SRC3 luciferase reporter, luminescence; inhibition, % at 3.6 µM; 0.17% of 360,000 active; AID 588352;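 active = inhibition above a per-campaign cutoff, the mean of all compounds plus 3 SD, cut at about 60% in these data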;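 note: 0% = DMSO-treated cells and 100% = gossypol-treated cells at 36 µM; higher means less SRC3-driven luciferase light from the GAL4 reporter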
NOD2 RIPK2 PPI = blocks binding of human NOD2 to RIPK2 | AID 624267 | 0.38% of 360,000 active | CHO BLA complementation NOD2-RIPK2, CCF4 ratio | inhibition, % at 4.98 µM; in the data active = inhibition above about 21%;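 note: 0% = vehicle only and 100% = reference blocker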
Target sequence (O43353 whole entry, looked up): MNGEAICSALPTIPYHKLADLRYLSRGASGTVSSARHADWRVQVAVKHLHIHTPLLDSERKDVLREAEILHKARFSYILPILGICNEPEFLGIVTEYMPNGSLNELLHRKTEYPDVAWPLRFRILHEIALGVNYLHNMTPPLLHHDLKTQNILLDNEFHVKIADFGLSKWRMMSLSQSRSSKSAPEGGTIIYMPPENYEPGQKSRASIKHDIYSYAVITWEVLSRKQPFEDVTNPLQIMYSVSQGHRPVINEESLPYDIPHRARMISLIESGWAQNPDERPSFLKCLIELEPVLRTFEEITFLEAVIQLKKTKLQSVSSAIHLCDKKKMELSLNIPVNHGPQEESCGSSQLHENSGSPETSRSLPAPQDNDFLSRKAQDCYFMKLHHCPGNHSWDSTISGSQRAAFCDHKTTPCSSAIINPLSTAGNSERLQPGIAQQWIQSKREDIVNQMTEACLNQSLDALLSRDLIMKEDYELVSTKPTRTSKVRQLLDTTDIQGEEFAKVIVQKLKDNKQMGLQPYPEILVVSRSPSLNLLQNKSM
ABHD5 PLIN5 PPI = inhibitors of human ABHD5-perilipin-5 interaction; Split G. princeps luciferase complementation, luminescence, 4 h; inhibition, % at 4 µM; 0.78% of 360,000 active; AID 602281;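 active = inhibition above the mean inhibition across every tested compound plus 3 SD, cut at about 22% in these data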;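 note: 0% = DMSO only wells and the 100% control is not disclosed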
TROY NFkB inh = TROY signaling inhibition; Q293 LMP1-TROYcd NF-kB luciferase reporter, 4 h; inhibition, % at 10 µM; 0.98% of 360,000 active;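 active = compounds whose plate-normalised and pattern-corrected inhibition of the luciferase reporter signal at the single screening dose is 50% or more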
NCOA2 inhibitor = inhibits human steroid receptor coactivator 2; Q15596; 0.17% of 370,000 active; inhibition, % at 9 µM; HEK293 GAL4-SRC2 luciferase reporter, luminescence; AID 651957;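 active = inhibition above the mean inhibition of all tested compounds plus 3 SD, set per campaign, cut at about 52% in these data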;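 note: 0% = DMSO treated cells and 100% = cells given Gossypol at 36 µM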
NCOA1 inh = human NCOA1 inhibition. Q15788. HEK293 GAL4-SRC1 luciferase reporter, luminescence. inhibition, % at 3.6 µM. 0.12% of 360,000 active. AID 588354;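 active = inhibition above the campaign mean plus 3 SD, with each screening campaign given its own cutoff, cut at about 60% in these data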;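 note: 0% = DMSO treated cells and 100% = gossypol at 36 µM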
COUP-TFII inh = NR2F2 (human) inhibition, primary screen; HEK293T NGFI-A luciferase reporter, luminescence; P24468; 0.7% of 370,000 active; inhibition, % at 8.6 µM;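 active = inhibition above a per-plate cutoff, mean inhibition of test wells between control levels plus 3 SD, cut at about 38% in these data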;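 note: cells cotransfected with COUP-TFII expression vector driving the NGFI-A reporter; 0% = median of COUP-TF2 test wells and 100% = reporter-only cells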
Target sequence (P24468 whole entry, looked up): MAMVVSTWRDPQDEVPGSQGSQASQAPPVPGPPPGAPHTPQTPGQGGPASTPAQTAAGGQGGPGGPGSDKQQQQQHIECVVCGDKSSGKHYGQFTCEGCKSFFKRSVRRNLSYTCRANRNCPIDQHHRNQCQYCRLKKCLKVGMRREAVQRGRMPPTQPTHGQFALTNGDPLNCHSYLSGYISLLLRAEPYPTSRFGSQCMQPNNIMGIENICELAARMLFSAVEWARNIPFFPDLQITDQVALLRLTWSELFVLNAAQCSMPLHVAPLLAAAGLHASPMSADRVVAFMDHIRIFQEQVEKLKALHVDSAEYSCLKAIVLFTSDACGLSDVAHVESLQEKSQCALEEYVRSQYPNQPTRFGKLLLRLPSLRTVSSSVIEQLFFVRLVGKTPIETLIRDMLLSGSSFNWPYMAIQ
Active calls of the source: *; · = not tested or not shown. This is a subset. The share of hits here may be higher or lower than overall.

SMILES	NR5A2 inv ag	TWEAK Fn14 block	TLR9-MyD88 inh	Granule exo inh	NCOA3 inh	NOD2 RIPK2 PPI	ABHD5 PLIN5 PPI	TROY NFkB inh	NCOA2 inhibitor	NCOA1 inh	COUP-TFII inh
O=C(NCc1ccncc1)C1CCCN1S(=O)(=O)c1ccc(Cl)cc1 (stereo not given)	26	2	-4	-2	-5	-2	3	20	7	-8	6
CCC1CCCCN1C(=O)Nc1cc(Cl)ccc1OC (stereo not given)	19	4	17	0	-6	-1	0	-5	-3	-10	18
COc1cc(OC)c(N(C)S(=O)(=O)c2cccc(C(=O)NC(C)C3CC4CCC3C4)c2)cc1Cl (stereo not given)	-7	-17	5	20	15	-21	0	-13	-13	-11	13
COc1ccc(OCCNS(=O)(=O)c2ccccc2)cc1	0	-8	2	-3	12	0	-7	-3	-27	10	3
CCc1nnc(NC(=O)c2cccc(S(=O)(=O)N3CCCCC3)c2)s1	7	14	-3	-5	10	-11	2	-2	4	-25	7
CCCCNC(=O)c1ccccc1NC(=O)c1ccc2c(c1)OCO2	11	-5	2	2	13	-1	4	-6	3	-8	-3
COc1cccc(CNC(=O)[C@@H]2CCCN2C(=O)[C@H]2CCCCN2C(=O)c2c(F)cccc2F)c1	10	-5	·	4	·	-5	-1	-4	2	·	3
COc1nc(/C=C/N(C)C)c([N+](=O)[O-])c(OC)n1	-1	3	-10	1	16	-7	-1	-5	3	-2	2
CCCCCCCCN1C(=O)[C@H](CC(=O)NCCC(C)C)C[C@@]2(C(=O)OC)CCCCC=C12	24	4	·	-5	·	14	-6	6	0	·	10
Cc1ccc(S(=O)(=O)N2[C@@H](c3cccc(Cl)c3)C(C(=O)O)=CC[C@H]2c2ccc(Cl)cc2)cc1	29	19	6	11	-8	-5	-4	35	-31	-45	7
CCCc1n(CC(O)COC2CCCCC2)c2ccccc2[n+]1C (stereo not given)	-2	-17	0	0	9	6	0	9	2	-3	3
COC(CNC(=O)c1ccc(N2CCC3(CC2)OCCO3)c([N+](=O)[O-])c1)OC	-9	1	-6	2	6	5	3	-1	-11	-7	-14
Cc1ccc(-n2ncc3c(=O)n(CC(=O)N4CCCCCC4)cnc32)cc1	-1	-6	-2	-6	-8	-8	-1	13	-31	4	3
Cc1ccc(NC(=S)N/N=C2/CCCCc3ccccc32)cc1	-8	-2	0	4	-18	-19	-3	-8	-10	-21	-5
CCN(CC)C(=O)C1=C(C)N(Cc2ccc(OC)cc2)C(=O)C(CC(=O)NCCCCc2ccccc2)C1 (stereo not given)	-11	0	-4	-4	-19	7	8	-1	3	9	-18
O=C1Nc2ccccc2S/C1=C/c1cccs1	-12	-3	6	2	-23	-5	1	-35	-74	-23	-27
O=C(CSc1n[nH]c(-c2ccco2)n1)Nc1sc2c(c1C(=O)Nc1ccccc1)CCCC2	-15	-10	6	3	-4	-1	-9	12	-9	2	9
COc1ccc(C2Nc3ccccc3C(=O)N2c2ccc(C)cc2)cc1Cn1nnc2ccccc21 (stereo not given)	-123	-25	-11	-3	-61	-7	4	-25	-39	-67	-19
COc1ccccc1-n1c(SCC(=O)N(C)C2CCS(=O)(=O)C2)nc2ccccc2c1=O (stereo not given)	10	5	3	-2	2	-7	3	8	-8	-4	5
CCOC(=O)c1cnc(-n2nc(C)cc2C)[nH]c1=O	10	-8	1	1	15	-8	0	12	7	6	-8
C=CC(C)N1C(=O)S/C(=C\c2ccc(N3CCOCC3)cc2C)C1=O (stereo not given)	-18	20	1	1	-60	10	-3	7	-60	-43	-17
CSc1ccc(CNC(=O)Cn2nc(C)c3c(C)n(-c4ccc(C)cc4)nc3c2=O)cc1	-3	1	-6	-3	13	-14	-7	10	-7	5	-8
O=C(Nc1ccc(C(=O)N2CCOCC2)cc1)c1ccc([N+](=O)[O-])cc1	-1	5	2	6	-20	-4	13	-16	-29	2	16
Cc1oc(-c2ccc(Cl)cc2)nc1CN1CCC(C(=O)NCCCN2CCCC(C)C2)CC1 (stereo not given)	3	-11	-1	2	11	10	3	-4	-9	-14	-23
CCN(C(=O)CSc1nnnn1C)c1c(N)n(Cc2ccccc2)c(=O)[nH]c1=O	-7	10	4	0	11	4	1	-12	-7	-6	-16

3 compounds already listed, arranged by the value under NCOA1 inh, descending.
Molecule | NCOA1 inh
CCN(CC)C(=O)C1=C(C)N(Cc2ccc(OC)cc2)C(=O)C(CC(=O)NCCCCc2ccccc2)C1 (stereo not given) | 9
COc1cc(OC)c(N(C)S(=O)(=O)c2cccc(C(=O)NC(C)C3CC4CCC3C4)c2)cc1Cl (stereo not given) | -11
Cc1ccc(S(=O)(=O)N2[C@@H](c3cccc(Cl)c3)C(C(=O)O)=CC[C@H]2c2ccc(Cl)cc2)cc1 | -45

More structures
SMILES	NR5A2 inv ag	TWEAK Fn14 block	TLR9-MyD88 inh	Granule exo inh	NCOA3 inh	NOD2 RIPK2 PPI	ABHD5 PLIN5 PPI	TROY NFkB inh	NCOA2 inhibitor	NCOA1 inh	COUP-TFII inh
Oc1[nH]c2ccccc2c1C=NCC1CCCO1 (stereo not given)	13	2	13	10	-6	-2	1	-5	-8	-8	-16
Cn1c(CC(=O)NNC(=O)c2ccc(Cl)nc2)nc2ccccc21	-4	-13	-3	-2	-13	-11	0	4	-13	-10	-13
COc1cccc(NC(=O)N2CCC(C(N)=O)(N3CCCCC3)CC2)c1	-4	-3	-15	-2	7	-5	0	12	-2	-15	-1
CN(CC(=O)NC1CCCCCC1)S(=O)(=O)c1ccc(F)cc1	6	-18	0	1	-3	-1	-4	22	6	-9	-7
COc1ccccc1C(=O)NCC(=O)N/N=C/c1cn[nH]c1-c1ccccc1	7	19	3	1	-13	4	0	15	6	14	4
CC(=O)/C(=N/Nc1ccc(C)cc1)Sc1nnc(CCc2ccccc2)n1-c1ccccc1	11	-1	3	4	17	-1	-2	-11	-9	12	12
O=C(O)C1=C[C@H](c2ccccc2)C[C@H](OCc2ccc(CO)cc2)O1	-16	-3	-7	27	14	4	3	-4	-17	8	-3
Cc1cccc(NC(=O)CN(C)C(C)C(=O)Nc2ccc(S(=O)(=O)N3CCCC3)cc2)c1C (stereo not given)	17	-2	8	-2	5	1	-1	14	-17	-10	4
COc1ccc(NC(=O)Cn2nnc(-c3ccccc3)c2COc2ccc(C(C)=O)cc2)cn1	13	4	·	8	0	-8	-5	-3	-42	9	-5
O=c1c2ccccc2nnn1COc1cccc(Cl)c1	-78	-21	0	0	-45	-6	-11	-37	-35	-42	-15
O=C(NCCc1ccc(Cl)cc1)c1cnccn1	0	7	4	7	3	6	-9	-17	-18	-7	-8
CCOC(=O)C1CCCN(CC(=O)Nc2nccs2)C1 (stereo not given)	19	-6	-2	-1	5	-8	-3	-4	4	1	5
C[C@H]1CN([C@@H](C)CO)S(=O)(=O)c2ccc(Br)cc2O[C@H]1CN(C)C(=O)Cc1ccncc1	-4	-15	·	5	9	-3	0	-15	-21	-9	-8
COc1cccc(-c2cnc(C(O)c3cc(Cl)cc(Cl)c3)[nH]2)c1 (stereo not given)	3	6	·	-4	10	-1	0	7	19	10	9
COCCNCC(=O)Nc1ccccc1Sc1ccccc1	-3	19	1	6	12	3	1	20	11	-4	7
CCCCNC(=O)C(=O)N/N=C/c1ccc(OCc2ccccc2)cc1	-21	2	-5	-2	0	12	-3	-15	-26	-2	8
CC(=O)NC(C(=O)NCC(N)=O)C(C)C (stereo not given)	-6	-1	-6	0	13	-7	-8	6	3	2	1
O=C(NCCCn1ccnc1)c1cc(-c2ccc(Cl)cc2)nc2ccccc12	2	-3	5	2	4	9	14	-25	-2	5	-6
O=C(OC1CCN(c2ccc([N+](=O)[O-])cc2)CC1)c1ccccc1	-13	0	-6	0	-17	-5	-3	17	-17	-7	15
NC(=O)NOCc1ccc(Cl)cc1Cl	18	-9	-2	14	12	2	7	3	-15	-7	5
COc1ccc(C(=O)Nc2ccnn2C2CCN(C(=O)c3cnsn3)CC2)cc1	15	-2	-11	4	11	-7	0	-34	11	7	-29
C/C(=N\NS(=O)(=O)c1ccc(Br)cc1)c1cccs1	6	1	10	-2	6	1	4	-20	-9	-8	4
CC(=O)N1CCc2c(sc(NC(=O)Cc3ccc(F)cc3)c2C(N)=O)C1	31	17	4	-15	19	-15	8	-19	12	9	3
N#CC1=C(N)N2C(=C(C#N)C13CCCC3)Nc1ccccc12	-6	13	-2	-1	-11	-10	7	-33	-20	-11	11
O=c1cc(O)nc2n1CCCS2	2	-9	6	-1	11	-20	8	10	-4	12	14
SMILES	NR5A2 inv ag	TWEAK Fn14 block	TLR9-MyD88 inh	Granule exo inh	NCOA3 inh	NOD2 RIPK2 PPI	ABHD5 PLIN5 PPI	TROY NFkB inh	NCOA2 inhibitor	NCOA1 inh	COUP-TFII inh
O=C1c2ccccc2S(=O)(=O)N1CC(O)COc1ccc(Br)cc1 (stereo not given)	-14	6	-9	-3	-12	4	9	-15	-15	12	-10
O=[N+]([O-])c1ccc(NC(=S)N2CCN(S(=O)(=O)c3ccccc3)CC2)cc1	-5	1	-4	-14	-10	-7	-8	-7	26	-13	5
CC1(C(=O)NS(=O)(=O)c2ccc(Cl)cc2)CCN1C(=O)CCc1ccccc1 (stereo not given)	-23	9	·	5	-15	1	-6	-4	-14	1	0
CCc1ccccc1NC(=S)N1CCCCCC1	2	-2	5	-9	12	0	-5	4	13	-9	6
O=C(Nc1ccc(OC(F)(F)C(F)F)c(NC(=O)c2cccc(F)c2)c1)c1cccc(F)c1	-56	-24	-9	-7	-12	-11	-5	-11	-27	-38	-11
COc1cc(NC(=O)C2CCN(S(=O)(=O)c3cccc4nonc34)CC2)cc(OC)c1	-2	-3	1	4	9	2	3	-20	-3	-4	-8
CC(C)(C)C(=O)NC(=S)N1CCCC1	-4	11	-4	-1	10	-6	-2	8	-16	-13	-2
Cc1nn(CC(=O)Nc2ccc3c(c2)OCO3)c(C)c1[N+](=O)[O-]	-3	-13	-5	9	14	-2	3	-20	-17	1	10
Cc1ccc(/C=C/C(=O)NCCc2cccc(Cl)c2)o1	-6	16	4	64*	-7	0	40*	-10	-87	-22	13
Cc1ccc([N+](=O)[O-])cc1S(=O)(=O)Nc1ccc(C(=O)N2CCN(C(=O)c3ccco3)CC2)cc1	-7	-3	2	0	7	-8	13	9	-11	-2	0
O=C(NN=Cc1ccc2c(c1)OCO2)c1ccncc1	-2	5	3	-18	-25	14	-2	-40	-27	-12	-9
NS(=O)(=O)c1ccc(NC(=O)COC(=O)C2CCCCC2)cc1	19	-13	-7	-6	12	-4	7	-35	-1	1	-18
O=C(CCN1C(=O)/C(=C/c2ccccc2F)SC1=S)NCCCN1CCOCC1	11	50*	-4	1	0	-12	-4	6	-6	5	-7
CCOC(=O)c1[nH]c2c(c1-c1ccc(OC)cc1)C(=O)CC(c1ccc(OC)c(OC)c1)C2 (stereo not given)	3	-6	-10	2	-24	-3	-8	17	5	-1	-10
O=c1[nH]c(CSc2nnc3ccccn23)nc2ccccc12	-8	6	-16	-7	4	-5	1	-3	-8	2	2
Cn1c(SCc2ccccc2)nnc1-c1ccc(O)cc1	-34	3	0	-6	-42	2	6	-46	-69	-34	-52
COc1ccc(C2C(C(=O)N3CCCCC3)c3ccccc3C(=O)N2C)cc1 (stereo not given)	12	9	-2	1	1	-1	2	-4	-23	2	-2
CC(=O)NC1=NN(C(C)=O)C(c2sccc2C)S1 (stereo not given)	3	2	-6	1	10	-10	4	-33	0	7	-7
O=C(COC(=O)c1ccc(O)cc1)Nc1ccc(S(=O)(=O)N2CCCC2)cc1	4	-13	-1	-4	7	-9	16	-1	-13	-3	-4
